miR-122 sensor = miR-122 Renilla sensor signal increase in Huh7, primary screen, miR-122 inhibitor project, cell-based, single point, plate reader | Huh7 miR-122 Renilla luciferase sensor, 48 h; neutral wells = 0, positive control = 100 | activation (reporter increase), % at 12.5 µM | 0.3% of 340,000 active | AID 602342, 2012;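 active = mean replicate activation score at least 90 and every replicate individually at or above 90; inconclusive = only one of the two criteria met; inactive = neither criterion met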;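 also: higher luciferase means less miR-122 activity so hits act as miR-122 inhibitors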
esBAF inh = Bmi1 luciferase reporter increase in mESCs, primary screen, esBAF inhibitor project, mouse ES cells, Bmi1 luciferase knock-in, single point | reporter increase, % at 12.5 µM | 2% of 350,000 active | 24 h; 100% = twice the neutral-well signal | AID 602393, 2012; in the data active = activation above about 40%; inconclusive = no clear call, values can overlap the other calls;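 also: 0% = median of the plate's neutral control wells and 100% = double that signal; a rise in the Bmi1 reporter signal indicates esBAF inhibition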
Cneo AK release = Cryptococcus neoformans cell lysis inducers, primary screen, AK release luminescence, single concentration | C. neoformans lysis, adenylate kinase release luminescence, 4 h; normalised: neutral wells 0, clomiphene wells 100 | lysis activity, % at 15 µM | 0.2% of 360,000 active | AID 651654, 2012;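 active = mean lysis activity across replicates of at least 80%, whatever share of replicates individually reach that level; inactive = mean lysis activity below 80%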
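Schedule: static 4 h at 37 °C with compound, 1 h detection; system: C. neoformans cells; benchmarks: Clomiphene as positive control; buffer or medium: fresh YPD medium; measure: luminescence rise reflecting yeast cell lysis; measured by: luminescent adenylate kinase detection reagent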
ERp5 inh = inhibitors of ERp5-driven insulin aggregation, primary screen, biochemical, turbidity, absorbance 650 nm, single point; 0.05% of 350,000 active; Protein disulfide-isomerase A6 (Homo sapiens), Q15084; 90 min; inhibition, % at 9.99 µM; AID 651711, 2012;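 active = mean replicate inhibition above about 25%, with every replicate also reaching it, limit read from the data, passing the limit was not always enough; inconclusive = only one of those two criteria met; inactive = neither criterion met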
Target sequence (Q15084 whole entry, looked up): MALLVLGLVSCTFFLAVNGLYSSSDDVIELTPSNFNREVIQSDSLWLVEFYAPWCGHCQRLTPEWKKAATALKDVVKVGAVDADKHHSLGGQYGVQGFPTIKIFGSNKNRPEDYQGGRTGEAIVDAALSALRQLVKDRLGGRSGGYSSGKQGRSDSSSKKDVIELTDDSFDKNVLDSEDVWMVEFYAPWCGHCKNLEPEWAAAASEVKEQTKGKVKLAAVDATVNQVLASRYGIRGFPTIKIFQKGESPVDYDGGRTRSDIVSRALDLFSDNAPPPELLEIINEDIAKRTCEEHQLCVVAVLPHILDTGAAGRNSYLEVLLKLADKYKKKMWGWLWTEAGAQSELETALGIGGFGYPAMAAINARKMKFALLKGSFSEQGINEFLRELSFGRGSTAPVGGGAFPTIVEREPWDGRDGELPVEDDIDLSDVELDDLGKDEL
ARNT-TACC3 inh = disruptors of ARNT/TACC3 protein interaction, primary screen, biochemical, AlphaScreen, single concentration | Transforming acidic coiled-coil-containing protein 3 (Homo sapiens), Q9Y6A5 | AlphaScreen His-ARNT PAS-B/GST-TACC3 binding, luminescence; TACC3 fragment carries E629A point mutation | inhibition, % at 9.99 µM | 0.66% of 390,000 active | AID 623870, 2012;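 active = mean inhibition of replicates at least 50% and at least half of replicates each reaching 50%; inconclusive = half or more replicates reach 50% but mean below 50%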;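 also: 0% = complete ARNT plus TACC3 wells and 100% = ARNT alone without TACC3; many hits fall short of the cut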
SIRT5 inh = SIRT5 desuccinylase inhibitors, primary screen, biochemical, fluorescence imaging, single point, set 5. Purified SirT5, succinyl-peptide AMC, trypsin-coupled fluorescence. 1.1% of 330,000 active. AID 652115, 2013. NAD-dependent protein deacylase sirtuin-5, mitochondrial (Homo sapiens), Q9NXA8. inhibition, % at 15 µM; in the data active = inhibition above about 15%; inconclusive = no clear call, values can overlap the other calls
Target sequence (Q9NXA8 whole entry, looked up): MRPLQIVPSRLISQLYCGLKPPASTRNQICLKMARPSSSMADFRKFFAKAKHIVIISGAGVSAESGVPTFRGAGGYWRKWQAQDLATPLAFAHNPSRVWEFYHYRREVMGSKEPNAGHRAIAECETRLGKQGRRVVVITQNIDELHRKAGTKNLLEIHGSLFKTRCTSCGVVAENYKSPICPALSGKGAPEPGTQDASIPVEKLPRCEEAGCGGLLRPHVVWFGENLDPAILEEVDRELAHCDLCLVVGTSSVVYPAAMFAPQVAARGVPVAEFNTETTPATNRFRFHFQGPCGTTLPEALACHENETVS
Statin myotox sup = suppressors of statin myotoxicity in C2C12 myotubes, primary screen, cell-based, single point, plate reader; C2C12 myotubes + simvastatin, ATP luminescence, 48 h; scaled: DMSO 0, geranylgeraniol control 100; rescue of ATP level, % at 7.49 µM; 0.78% of 330,000 active; AID 602340, 2012;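 active = mean ATP rescue above about 67%, or every replicate alone reaching that limit, limit read from the data, passing the limit was not always enough; inconclusive = no clear call, values can overlap the other calls; inactive = mean under the limit and some replicate under it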;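 also: myotubes were challenged with 10 µM simvastatin during compound exposure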
* = called active by the depositor; ? = inconclusive; / = no result given; & = joins results of further samples; [ ] = another dose, or the depositor's remark.

Below each SMILES – esBAF inh	Cneo AK release	ERp5 inh	Statin myotox sup	ARNT-TACC3 inh	SIRT5 inh	miR-122 sensor
> O=C(Nc1nncs1)c1ccc(F)c(S(=O)(=O)N2CCCCC2)c1
  -11.5	2.5	0.5	-3.8	-1.9	-4.5	-4.2
> CCNC(=O)Nc1ccc2c(c1)C(=O)N(C)[C@@H]1CC[C@@H](CC(=O)Nc3ccccc3)O[C@H]1CO2
  -1.6	-3.3	-3.0	7.2	4.7	-17.5	-4.2[16.7 µM]
> CCCNC(=O)Cn1nc([N+](=O)[O-])c([N+](=O)[O-])c1C
  /	10.7	/	/	1.5	/	-12.5
> C[C@@H]1CN([C@H](C)CO)C(=O)c2cccc(NS(=O)(=O)c3ccc(F)cc3)c2O[C@@H]1CN(C)Cc1ccncc1
  1.6	-1.3	-0.8	-6.8	-6.6	3.2	1.6[16.7 µM]
> O=C(Nc1ccc(Cl)c(Cl)c1)c1ccc(Cl)c(Cl)c1
  ?	-0.9	-0.2	0.2	-3.2	-4.8	/
> COc1ccc(/C=N/NC(=O)c2cccc(OC(F)(F)C(F)F)c2)cc1O
  /	/	1.7	/	12.0	1.9	/
> Cc1c(C#N)c(O)[nH]c(=O)c1N=Nc1ccc(Cl)c(C(=O)O)c1
  0.1	-0.4	4.8	5.6	8.5	-1.5	1.9
> N#Cc1ccsc1NC(=O)C1CCN(C(=O)c2ccc(F)cc2)CC1
  6.3	1.3	4.9	14.9	-4.4	2.0	7.9
> C/C(=N\NC(=O)CCc1ccccc1)c1ccc(Br)cc1
  /	/	1.8	/	-5.8	3.5	/
> Cc1noc(C)c1NC(=O)N(C)C[C@H]1Oc2ccc(NS(=O)(=O)c3ccc(Cl)cc3)cc2CC(=O)N([C@@H](C)CO)C[C@@H]1C
  2.7	-13.3	-2.3	-23.9	-1.8	-5.3	2.1[16.7 µM]
> Cc1ccc(S(=O)(=O)N(C)C[C@H]2Oc3ccc(NC(=O)Nc4ccccc4)cc3C(=O)N([C@@H](C)CO)C[C@@H]2C)cc1
  3.1	60.6	-4.5	-20.9	-3.5	0.3	-5.0[16.7 µM]
> CC(O)[C@H]1CNCCN1CC1(c2ccccc2)CC1 (stereo partly specified)
  3.1	1.8	3.3	-11.2	1.6	/	-3.6
> CCCNC(=O)N1C[C@H](O)COC[C@@H]2O[C@H](CC(=O)N3CCN(C)CC3)CC[C@H]21
  0.1	-0.5	1.1	-13.9	-0.7	0.0	-3.7[16.7 µM]
> COc1cccc(COC(=O)C2CCN(S(=O)(=O)c3cccs3)CC2)c1OC
  -9.5	-0.9	2.7	4.0	6.7	-2.9	-1.0
> COc1cccc(NC(=O)Nc2ccc3c(c2)C(=O)N(C)C[C@@H](OC)[C@@H](C)CN[C@@H](C)CO3)c1
  8.8	-1.6	-1.3	-2.4	5.4	/	-3.5[16.7 µM]
> c1ccc(CCCN2CCOCC2)cc1
  -1.9	7.0	3.6	0.8	-13.5	-3.2	5.4
> O=S(=O)(c1cccs1)N1CN(Cc2ccc(Cl)cc2)c2nc3ccccc3nc21
  54.4*	-3.7	/	30.1	-4.1	/	9.2
> CC(=O)NS(=O)(=O)c1ccc(N2C(=O)c3ccccc3C2=O)cc1
  /	/	0.6	/	-2.5	15.4*	/
> CC(C)C(=O)NC(Nc1cccc([N+](=O)[O-])c1)C(Cl)(Cl)Cl (stereo unspecified)
  0.0	/	-0.3	-0.8	5.0	-7.3	-5.2
> CC(=O)c1cc(NC(=O)c2ccc(C)cc2)c(=O)oc1C
  /	/	-4.8	/	23.6	6.0	/
> C[C@H]1CN([C@@H](C)CO)C(=O)c2cccc(NC(=O)c3ccncc3)c2O[C@@H]1CN(C)Cc1ccc(C(=O)O)cc1
  -1.7	1.9	-1.9	4.4	-5.1	-0.2	1.8[16.7 µM]
> CO[C@@H]1CN(C)C(=O)c2cc(NC(=O)NC3CCCCC3)ccc2OC[C@H](C)N(CC2CC2)C[C@@H]1C
  -0.1	3.7	0.3	-1.8	-3.2	0.0	-2.7[16.7 µM]
> CC(C)(C)NC(=O)COC(=O)C1c2ccccc2Oc2ccccc21
  -1.4	15.2	1.5	8.0	0.3	-1.5	0.3
> Cc1cccc(C)c1NC(=O)C(=O)NCCOc1ccc(Cl)cc1
  /	-1.0	/	/	0.0	/	17.8
> c1csc(CNc2ncnc3ccc(-c4ccc5c(c4)OCCO5)cc23)c1
  4.3	23.8	5.7	-20.1	-4.9	1.1	-13.9
> COc1ccc(CCNC(=O)CN2C(=O)NC(c3ccccc3)(c3ccccc3)C2=O)cc1
  -0.9	-0.6	7.0	2.8	-2.3	-1.3	4.4
> O=C(NCC(=O)N1CCOCC1)c1ccc(Cl)c(Cl)c1
  30.1	0.4	0.2	-1.6	-7.9	-5.0	-9.9
> CCC(C)NC(=O)C1CCN(S(=O)(=O)c2ccc(-n3cnnn3)cc2)CC1 (stereo unspecified)
  -2.3	5.6	3.0	-40.6	-3.6	-6.6	-4.5
> CCCc1nc(C)cc(N2CCN(c3ccccc3)CC2)n1
  -9.7	-0.1	-1.7	-8.8	3.1	-15.0	1.1
> COc1ccc(N(CC(=O)NCCSC2CCCCC2)S(C)(=O)=O)c(OC)c1
  -9.9	1.5	2.1	0.0	-12.6	5.9	7.0
> C=CC1CN(CC(=O)OC)S(=O)(=O)c2ccccc21 (stereo unspecified)
  7.8	-4.6	1.3	6.1	-9.0	-0.8	0.5
> COc1cccc(S(=O)(=O)N(C)C[C@@H]2OCc3cnnn3CCCC(=O)N([C@@H](C)CO)C[C@H]2C)c1
  4.4&-1.9	-0.6&-0.1	1.4&-0.8	-0.6&-6.2	-0.7	-3.2&-1.4	-3.6
> Cc1ccc(S(=O)(=O)N(Cc2ccc(F)cc2)Cc2ccco2)cc1
  -5.4	-10.1	/	-23.1	-8.9	/	19.2
> O=C(c1cccs1)N1CCN(C(=O)C(c2ccccc2)c2ccccc2)CC1
  -1.9	-2.5	/	11.4	-5.3	/	-3.6
> O=C(/C=C/c1cccc(F)c1)N1CCN(c2ccccn2)CC1
  /	/	-2.4	/	-5.5	-2.8	/
> COC(=O)[C@H](CCSC)NC(=O)Nc1ccc(C(C)C)cc1
  16.3	3.1	/	-13.5	-2.8	/	0.1
> CC(OC(=O)c1ccco1)C(=O)NC1CCCC1 (stereo unspecified)
  -1.0	2.8	0.0	16.2	7.6	-1.2	/
> C[C@@H]1CN([C@H](C)CO)C(=O)c2cc(C#CC3CCCCC3)cnc2O[C@H]1CN(C)C(=O)NC1CCCC1
  -14.5	-2.6	1.8	12.2	-5.8	1.8	64.1[16.7 µM]
> CN(CC(=O)N(CCO)Cc1ccccc1)S(=O)(=O)c1ccc2c(c1)c(=O)n(C)c(=O)n2C
  -1.5	-1.3	1.4	31.0	10.3	-0.6	/
> O=S(=O)(c1ccccc1)C1(C2CC(c3ccccc3)=NO2)CC(O)C1 (stereo unspecified)
  4.7	2.4	5.4	-6.7	-0.2	/	-2.5
> CCC(=O)Nc1ccc(N2CCN(Cc3ccccc3)CC2)cc1
  -7.9	0.9	/	-6.8	13.0	/	7.3
> COc1ccc(NC(=O)c2ccccc2S(=O)c2ccccc2C#N)cc1 (stereo unspecified)
  /	/	8.1	/	-4.3	-2.8	4.9
> CNC[C@@H]1OCCCC[C@@H](C)Oc2ccc(NC(=O)NC(C)C)cc2C(=O)N([C@H](C)CO)C[C@H]1C
  /	0.0	-1.9	/	-9.6	0.9	-1.4[16.7 µM]
> CC1CCN(c2ccc(NC(=O)c3ccccc3[N+](=O)[O-])cc2)CC1
  /	-6.5	-2.0	/	5.5	/	-0.7
> CCNC(=O)C1(C)CCCN(Cc2ccc(-c3ccccc3)o2)C1 (stereo unspecified)
  4.3	1.0	-12.5	-2.6	/	-4.9	1.7
> CCOC(=O)CC1C(=O)NCCN1S(=O)(=O)c1ccc(Br)cc1 (stereo unspecified)
  /	/	0.1	/	1.2	-5.0	/
> Cc1ccc(S(=O)(=O)N(C)C[C@@H]2Oc3ccc(NC(=O)Cc4ccccc4)cc3C(=O)N([C@H](C)CO)C[C@@H]2C)cc1
  3.4	-0.8	1.2	-47.2	0.2	1.0	1.7[16.7 µM]
> COc1ccc(C2CC(c3ccccc3)=NN2c2ccc(Cl)c(C(=O)O)c2)cc1 (stereo unspecified)
  12.7	2.4	2.1	2.6	-26.3	-5.3	-2.3
> O=C(c1cccc(F)c1)N1CCCCN2[C@H](CO)[C@@H](c3ccc(-c4ccccc4)cc3)[C@H]2C1
  /	1.0	/	/	4.1	/	1.1[16.7 µM]
> COc1ccc(C#Cc2ccc([C@H]3[C@@H](CO)N4CCCCN(S(=O)(=O)c5cn(C)cn5)C[C@@H]34)cc2)cc1
  24.7	-1.1	2.6	-78.3	10.1	2.9	-1.1[16.7 µM]
> O=c1cc[nH]c2c1ccc1cccnc12
  -3.4	1.4	3.7	6.9	60.7*	/	8.4
> COc1ccc([C@H]2N[C@]3(CCCN(Cc4ccccc4)C3=O)[C@H]3C(=O)N(Cc4ccccc4)C(=O)[C@@H]23)cc1
  1.4	-1.7	6.8	9.0	/	-2.5	1.9
> COc1cc(-c2nc3ccccn3c2N)ccc1O
  -3.6	-0.4	2.0	-0.4	-1.4	2.8	-3.7
> N#CC1=C(N)Oc2n[nH]c(-c3ccccc3)c2C1c1cccc(OC(=O)N2CCOCC2)c1 (stereo unspecified)
  0.1	-0.6	/	3.7	12.3	/	2.5
> CCc1nc2c(OCCOc3ccc(F)cc3)cccn2c1N(C)C(=O)c1cccs1
  7.1	0.8	-2.2	-14.1	/	-3.0	-9.6
> COc1ccc(C2CC2/C(=N/O)c2ccccc2)cc1 (stereo unspecified)
  /	/	-0.9	/	-4.0	0.3	/
> CC(C)CN1CCC(=O)N([C@H](COc2ccccc2)Cc2ccccc2)CC1
  2.0	-0.2	0.9	-6.3	7.9	/	10.8
> CCOc1ccc(S(=O)(=O)NC(C)C)cc1C(N)=O
  /	/	6.6	/	3.5	-1.0	/
> C[C@H](CO)N1C[C@H](C)[C@H](CN(C)CC2CC2)Oc2c(NC(=O)C3CCOCC3)cccc2C1=O
  3.2	-55.7	2.5	-8.6	9.6	-0.8	11.6[16.7 µM]
> O=C(CCc1c[nH]c2ccccc12)N1CCN(c2ccc(O)cc2)CC1
  /	/	-0.2	/	-0.5	3.4	/

Sorted by value in SIRT5 inh (descending): some entries from above
SMILES	esBAF inh	ERp5 inh	ARNT-TACC3 inh	SIRT5 inh	miR-122 sensor
O=C(CCc1c[nH]c2ccccc12)N1CCN(c2ccc(O)cc2)CC1	/	-0.2	-0.5	3.4	/
CNC[C@@H]1OCCCC[C@@H](C)Oc2ccc(NC(=O)NC(C)C)cc2C(=O)N([C@H](C)CO)C[C@H]1C	/	-1.9	-9.6	0.9	-1.4[16.7 µM]
COc1ccc([C@H]2N[C@]3(CCCN(Cc4ccccc4)C3=O)[C@H]3C(=O)N(Cc4ccccc4)C(=O)[C@@H]23)cc1	1.4	6.8	/	-2.5	1.9

Assay outcomes deposited in PubChem by Broad Institute.
